Compound activity from PubChem.
INS-1E ATP HTS = rescue of cytokine-induced death in INS-1E beta cells; INS-1E cytokine-induced death, ATP luminescence, 48 h; normalised: neutral wells 0, positive control 100; protection from cytokine-induced ATP loss, % at 10 µM; 20,000 tested, 0.1% active;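 active = mean replicate protection from cytokine-induced ATP loss at least 50% and at least 75% of replicates each reaching 50%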
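Material: INS-1E rat cells; Quantity: 8000 cells/well; Buffer or medium: phenol-red-free RPMI with 5% fetal bovine serum; Probe or stimulus: cytokine cocktail of IFN-γ, TNF-α and IL-1β; Compound dosing: single test concentration per compound, delivered by pin transfer; Incubation: 48 h co-treatment, 10 min post-lysis read; Signal: CellTiter-Glo luminescence.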
T cruzi HTS = intracellular Trypanosoma cruzi inhibition; 22,000 tested, 4.9% active; intracellular Trypanosoma cruzi in host cells, plate reader; activity score (inhibition), % at 5.01 µM; in the data active = activity score above about 55%;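 also: parasites and compound incubated about four days before reading; 0% = median of neutral control wells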
Active calls of the source: *; . = no result given.

SMILES	INS-1E ATP HTS	T cruzi HTS
C[C@@H]1CN([C@H](C)CO)C(=O)CCCn2nncc2CO[C@H]1CN(C)C(=O)Nc1ccc2c(c1)OCCO2	2	-2
C[C@@H]1CN([C@@H](C)CO)C(=O)Cc2cc(NC(=O)C3CC3)ccc2O[C@@H]1CN(C)C(=O)Nc1ccccc1	12	-38
C[C@@H]1CN([C@@H](C)CO)C(=O)c2cc(NC(=O)Nc3ccc(C(F)(F)F)cc3)ccc2O[C@H]1CN(C)Cc1ccc(C(=O)Nc2ccccc2N)cc1	2	39
C[C@H]1CN([C@@H](C)CO)C(=O)Cc2cc(NC(=O)NC3CCCCC3)ccc2O[C@H]1CN(C)S(=O)(=O)c1cn(C)cn1	6	-20
Cc1noc(C)c1NC(=O)Nc1ccc2c(c1)CC(=O)N([C@@H](C)CO)C[C@H](C)[C@H](CN(C)Cc1ccc(Cl)c(Cl)c1)O2	-25	-14
C[C@H]1CN([C@@H](C)CO)C(=O)c2cc(NC(=O)CCCCCC(=O)Nc3ccccc3N)ccc2O[C@@H]1CN(C)C(=O)NC1CCCCC1	-1	3
COc1ccc(Br)cc1/C=N/NC(=O)CCCCCCC(=O)Nc1ccccc1O	11	3
C[C@H](CO)N1C[C@H](C)[C@@H](CN(C)S(=O)(=O)c2ccccc2)Oc2ccc(NC(=O)CCN3CCOCC3)cc2C1=O	-1	-4
C[C@@H]1CN([C@H](C)CO)C(=O)Cc2cc(NS(=O)(=O)c3cn(C)cn3)ccc2O[C@@H]1CN(C)S(=O)(=O)c1ccc(F)cc1	7	-22
C[C@@H]1CN([C@@H](C)CO)C(=O)CCCn2nncc2CO[C@@H]1CN(C)C(=O)Nc1ccc(F)cc1	.	-8
C[C@H]1CN([C@@H](C)CO)C(=O)c2cccc(NS(=O)(=O)c3cn(C)cn3)c2O[C@@H]1CN(C)S(=O)(=O)c1ccc(Cl)cc1	8	-6
Cc1ccc(S(=O)(=O)Nc2ccc3c(c2)C(=O)N([C@@H](C)CO)C[C@@H](C)[C@H](CN(C)Cc2ccc(C(=O)O)cc2)O3)cc1	3	4
CC(C)NC(=O)Nc1cccc2c1O[C@@H](CN(C)Cc1ccc(-c3ccccc3)cc1)[C@@H](C)CN([C@H](C)CO)C2=O	-30	12
O=C(N/N=C/c1cn(Cc2ccccc2)c2ccccc12)c1ccccc1O	-10	-26
C[C@@H]1CN([C@@H](C)CO)C(=O)Cc2cc(NS(=O)(=O)c3ccc(Cl)cc3)ccc2O[C@@H]1CN(C)C(=O)Nc1ccc(F)cc1	4	5
C[C@@H]1CN([C@H](C)CO)C(=O)Cc2cc(NC(=O)CCN3CCOCC3)ccc2O[C@H]1CN(C)C(=O)Nc1cccc2ccccc12	3	-9
COc1ccc(S(=O)(=O)N(C)C[C@@H]2Oc3ccc(NS(=O)(=O)c4cccs4)cc3CC(=O)N([C@@H](C)CO)C[C@@H]2C)cc1	-8	-11
Cc1noc(C)c1NC(=O)Nc1cccc2c1O[C@H](CN(C)Cc1ccc(C(F)(F)F)cc1)[C@H](C)CN([C@@H](C)CO)C2=O	-6	-12
Cc1ccc(S(=O)(=O)Nc2cccc3c2O[C@@H](CN(C)C(=O)NC2CCCCC2)[C@@H](C)CN([C@@H](C)CO)C3=O)cc1	5	17
O=C(O)CCCCCC(=O)N/N=C/c1ccoc1	-3	-8
COc1ccc(NC(=O)Nc2ccc3c(c2)CC(=O)N([C@@H](C)CO)C[C@@H](C)[C@@H](CN(C)C(=O)Nc2ccccc2)O3)cc1	6	-29
CC(C)NC(=O)N(C)C[C@H]1Oc2ccc(NC(=O)C3CCCCC3)cc2CC(=O)N([C@H](C)CO)C[C@H]1C	15	-22
C[C@@H]1CN([C@H](C)CO)C(=O)Cc2cc(NC(=O)Cc3cn(C)c4ccccc34)ccc2O[C@@H]1CN(C)Cc1ccc(C(=O)Nc2ccccc2N)cc1	-8	72*
C[C@H]1CN([C@@H](C)CO)C(=O)Cc2cc(NC(=O)Nc3ccc(C(F)(F)F)cc3)ccc2O[C@H]1CN(C)Cc1ccc(Cl)c(Cl)c1	-95	78*
COc1ccc(NC(=O)N(C)C[C@H]2Oc3ccc(NC(=O)Cc4ccccc4)cc3CC(=O)N([C@@H](C)CO)C[C@@H]2C)cc1	14	-19
COc1ccc(NC(=O)N(C)C[C@H]2Oc3ccc(NS(=O)(=O)c4ccccc4)cc3CC(=O)N([C@@H](C)CO)C[C@@H]2C)cc1	11	-11
Cc1ccc(S(=O)(=O)Nc2ccc3c(c2)C(=O)N([C@@H](C)CO)C[C@@H](C)[C@@H](CN(C)C(=O)Nc2c(C)noc2C)O3)cc1	5	-16
C[C@@H]1CN([C@@H](C)CO)C(=O)c2cc(NC(=O)NC3CCCCC3)ccc2O[C@@H]1CN(C)Cc1ccc(Oc2ccccc2)cc1	-43	34
COC(=O)N(C)C[C@H]1OCc2cnnn2CCCC(=O)N([C@H](C)CO)C[C@@H]1C	.	-5
C[C@@H]1CN([C@H](C)CO)C(=O)c2cc(NC(=O)NC3CCCCC3)ccc2O[C@H]1CN(C)C(=O)Nc1cccc2ccccc12	.	-4
C[C@@H]1CCCCO[C@@H](CN(C)Cc2ccc(C(=O)O)cc2)[C@@H](C)CN([C@H](C)CO)C(=O)c2cc(NC(=O)c3ccccc3)ccc2O1	5	-40
CNC[C@@H]1Oc2ccc(NS(=O)(=O)c3cn(C)cn3)cc2C(=O)N([C@H](C)CO)C[C@@H]1C	12	-15
C[C@@H]1CN([C@H](C)CO)C(=O)CCCn2cc(nn2)CO[C@@H]1CN(C)Cc1ccc2c(c1)OCO2	6	-13
Cc1ccc(S(=O)(=O)N(C)C[C@@H]2Oc3ccc(NC(=O)Nc4ccc5c(c4)OCO5)cc3C(=O)N([C@H](C)CO)C[C@@H]2C)cc1	.	-25
COc1ccc(S(=O)(=O)N(C)C[C@@H]2Oc3ncc(C#Cc4ccc(OC)c(OC)c4)cc3C(=O)N([C@H](C)CO)C[C@@H]2C)cc1	.	43
COc1ccc(NC(=O)N(C)C[C@@H]2Oc3ccc(NC(=O)Nc4ccccc4)cc3CC(=O)N([C@@H](C)CO)C[C@@H]2C)cc1	10	-31

A different layout for part of the listing above.
| smiles | INS-1E ATP HTS | T cruzi HTS |
| --- | --- | --- |
| C[C@@H]1CN([C@H](C)CO)C(=O)CCCn2cc(nn2)CO[C@@H]1CN(C)Cc1ccc2c(c1)OCO2 | 6 | -13 |
| C[C@@H]1CN([C@H](C)CO)C(=O)c2cc(NC(=O)NC3CCCCC3)ccc2O[C@H]1CN(C)C(=O)Nc1cccc2ccccc12 | . | -4 |

Taken from the entries so far for reference:
SMILES	INS-1E ATP HTS	T cruzi HTS
COc1ccc(NC(=O)N(C)C[C@H]2Oc3ccc(NC(=O)Cc4ccccc4)cc3CC(=O)N([C@@H](C)CO)C[C@@H]2C)cc1	14	-19
COc1ccc(NC(=O)N(C)C[C@H]2Oc3ccc(NS(=O)(=O)c4ccccc4)cc3CC(=O)N([C@@H](C)CO)C[C@@H]2C)cc1	11	-11
Cc1ccc(S(=O)(=O)Nc2ccc3c(c2)C(=O)N([C@@H](C)CO)C[C@@H](C)[C@@H](CN(C)C(=O)Nc2c(C)noc2C)O3)cc1	5	-16
C[C@@H]1CN([C@@H](C)CO)C(=O)c2cc(NC(=O)NC3CCCCC3)ccc2O[C@@H]1CN(C)Cc1ccc(Oc2ccccc2)cc1	-43	34
COC(=O)N(C)C[C@H]1OCc2cnnn2CCCC(=O)N([C@H](C)CO)C[C@@H]1C	.	-5
C[C@@H]1CN([C@H](C)CO)C(=O)c2cc(NC(=O)NC3CCCCC3)ccc2O[C@H]1CN(C)C(=O)Nc1cccc2ccccc12	.	-4
C[C@@H]1CCCCO[C@@H](CN(C)Cc2ccc(C(=O)O)cc2)[C@@H](C)CN([C@H](C)CO)C(=O)c2cc(NC(=O)c3ccccc3)ccc2O1	5	-40
CNC[C@@H]1Oc2ccc(NS(=O)(=O)c3cn(C)cn3)cc2C(=O)N([C@H](C)CO)C[C@@H]1C	12	-15
C[C@@H]1CN([C@H](C)CO)C(=O)CCCn2cc(nn2)CO[C@@H]1CN(C)Cc1ccc2c(c1)OCO2	6	-13
Cc1ccc(S(=O)(=O)N(C)C[C@@H]2Oc3ccc(NC(=O)Nc4ccc5c(c4)OCO5)cc3C(=O)N([C@H](C)CO)C[C@@H]2C)cc1	.	-25
COc1ccc(S(=O)(=O)N(C)C[C@@H]2Oc3ncc(C#Cc4ccc(OC)c(OC)c4)cc3C(=O)N([C@H](C)CO)C[C@@H]2C)cc1	.	43
COc1ccc(NC(=O)N(C)C[C@@H]2Oc3ccc(NC(=O)Nc4ccccc4)cc3CC(=O)N([C@@H](C)CO)C[C@@H]2C)cc1	10	-31

The results go on:
SMILES	INS-1E ATP HTS	T cruzi HTS
C[C@H](CO)N1C[C@H](C)[C@@H](CN(C)CC2CCCCC2)Oc2c(NC(=O)c3ccncc3)cccc2C1=O	-6	57*
Cc1noc(C)c1NC(=O)N(C)C[C@@H]1Oc2c(NS(=O)(=O)c3ccc(Cl)cc3)cccc2C(=O)N([C@@H](C)CO)C[C@H]1C	2	-17
C[C@H](CO)N1C[C@H](C)[C@@H](CN(C)CC2CC2)Oc2c(NS(C)(=O)=O)cccc2C1=O	5	-6
COc1ccc(NC(=O)Nc2ccc3c(c2)CC(=O)N([C@H](C)CO)C[C@@H](C)[C@@H](CN(C)S(=O)(=O)c2ccc(C)cc2)O3)cc1	7	-7
C[C@@H]1CN([C@H](C)CO)C(=O)Cc2cc(NC(=O)Cn3cnnn3)ccc2O[C@H]1CN(C)S(=O)(=O)c1ccc(F)cc1	11	-18
Cc1ccsc1/C=N\NC(=O)CCCCCC(=O)NO	118*	3
C[C@@H]1CN([C@H](C)CO)C(=O)Cc2cc(NC(=O)c3ccncc3)ccc2O[C@H]1CN(C)CC1CC1	5	-16
C[C@@H]1CN([C@@H](C)CO)C(=O)Cc2cc(NC(=O)CCN3CCOCC3)ccc2O[C@@H]1CN(C)C(=O)Nc1ccc(F)cc1	5	-6
CC(C)NC(=O)Nc1ccc2c(c1)C(=O)N([C@H](C)CO)C[C@@H](C)[C@H](CN(C)C(=O)Nc1ccc3c(c1)OCO3)O2	2	2
C[C@@H]1CN([C@H](C)CO)C(=O)Cc2cc(NS(=O)(=O)c3ccccc3)ccc2O[C@H]1CN(C)S(=O)(=O)c1cn(C)cn1	6	-28
C[C@@H]1CN([C@H](C)CO)C(=O)Cc2cc(NC(=O)Nc3ccc(F)cc3)ccc2O[C@@H]1CN(C)Cc1ccccc1	5	53
C[C@@H]1CN([C@@H](C)CO)C(=O)c2cc(NC(=O)Cc3cn(C)c4ccccc34)ccc2O[C@H]1CN(C)Cc1ccc(Cl)c(Cl)c1	.	15
Cc1noc(C)c1S(=O)(=O)N(C)C[C@@H]1Oc2ccc(NC(=O)NC3CCCCC3)cc2CC(=O)N([C@H](C)CO)C[C@@H]1C	3	-12
C[C@@H]1CN([C@@H](C)CO)C(=O)Cc2cc(N(C)C)ccc2O[C@@H]1CN(C)S(=O)(=O)c1ccc(F)cc1	0	-1
CNC[C@H]1Oc2ccc(NC(=O)Nc3c(C)noc3C)cc2C(=O)N([C@H](C)CO)C[C@H]1C	3	-13
Cc1noc(C)c1NC(=O)Nc1cccc2c1O[C@H](CN(C)C(=O)NC(C)C)[C@H](C)CN([C@H](C)CO)C2=O	9	0
C[C@H]1CN([C@@H](C)CO)C(=O)c2cccc(NC(=O)Nc3ccc(C(F)(F)F)cc3)c2O[C@@H]1CN(C)Cc1ccc(C(=O)O)cc1	1	1
COc1cccc(NC(=O)N(C)C[C@@H]2OCc3cn(nn3)CCCC(=O)N([C@@H](C)CO)C[C@@H]2C)c1	.	-10
C[C@@H]1CN([C@H](C)CO)C(=O)Cc2cc(NS(C)(=O)=O)ccc2O[C@H]1CN(C)S(=O)(=O)c1cn(C)cn1	3	-6
Cc1ccc(S(=O)(=O)N(C)C[C@H]2OCCCC[C@@H](C)Oc3ccc(NC(=O)Nc4ccc(F)cc4)cc3C(=O)N([C@H](C)CO)C[C@@H]2C)cc1	-2	54
C[C@@H]1CN([C@@H](C)CO)C(=O)Cc2cc(N(C)C)ccc2O[C@@H]1CN(C)S(=O)(=O)c1cccs1	5	-10
C[C@@H]1CN([C@H](C)CO)C(=O)Cc2cc(NS(=O)(=O)c3cccs3)ccc2O[C@@H]1CN(C)S(C)(=O)=O	13	-21
COc1ccc(NC(=O)N(C)C[C@H]2Oc3c(NC(=O)NC(C)C)cccc3C(=O)N([C@@H](C)CO)C[C@H]2C)cc1	0	-1
C[C@@H]1CN([C@@H](C)CO)C(=O)c2cc(NC(=O)c3ccncc3)ccc2O[C@@H]1CN(C)Cc1ccc(C(=O)Nc2ccccc2N)cc1	-6	-18
C[C@@H]1CN([C@H](C)CO)C(=O)c2cc(N(C)C)ccc2O[C@@H]1CN(C)Cc1ccc(C(=O)Nc2ccccc2N)cc1	63*	71*
